rTrxR1 inhibitor: blocks rat thioredoxin reductase 1. O89049. recombinant rTrxR1, NADPH fluorescence consumption, selenite substrate. Potency, µM (highest dose often 114 µM), without a hit: at the top dose activity change, negative = inhibition, actives largely listed as inhibitors. actives 1% (n = 390,000); also: potency is read from the fitted curve at half-maximal effect; % is scaled to controls: 0 for no effect and ±100 for the full control effect; nearly all actives have a fitted effect of over 65% in size
Target sequence (O89049 whole entry, looked up): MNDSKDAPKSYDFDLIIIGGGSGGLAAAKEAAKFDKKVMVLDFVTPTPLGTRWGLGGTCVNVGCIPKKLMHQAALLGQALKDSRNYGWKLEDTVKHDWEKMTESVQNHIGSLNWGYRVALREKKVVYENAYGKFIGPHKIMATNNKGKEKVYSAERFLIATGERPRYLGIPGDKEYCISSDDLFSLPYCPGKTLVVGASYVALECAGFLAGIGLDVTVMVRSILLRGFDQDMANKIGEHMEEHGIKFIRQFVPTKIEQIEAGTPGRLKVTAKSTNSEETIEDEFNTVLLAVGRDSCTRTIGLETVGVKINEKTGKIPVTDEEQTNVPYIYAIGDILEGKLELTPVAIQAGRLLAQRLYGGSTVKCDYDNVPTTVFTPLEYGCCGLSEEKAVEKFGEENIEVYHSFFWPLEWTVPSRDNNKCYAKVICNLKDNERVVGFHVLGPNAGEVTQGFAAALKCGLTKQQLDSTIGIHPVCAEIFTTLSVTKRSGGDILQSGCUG
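Rat TrxR1 (90 nM in the dispensed reagent) was pre-reduced with 400 uM NADPH for 5 min at room temperature, then incubated with compound for 15 min. After 400 uM selenite was added, NADPH fluorescence (Ex 340/Em 450 nm) was followed for 8 min.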
D2 antag: antagonists of human D2 dopamine receptor | P14416 | HEK293 TREx D2 cells, calcium flux, dopamine EC80 | actives 2% (n = 340,000) | inhibition, % at 10 µM; in the data active = inhibition above about 30%; also: 0% is about no effect
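Calcium flux kinetic readout in an inducible HEK293 TREx D2 line plated overnight at 30 C. After 180 s compound exposure, an EC80 dopamine challenge follows with another 180 s kinetic read to detect antagonism.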
mIDH1 inhibitor: blocks human mutant IDH1 R132H enzyme. O75874. IDH1-R132H enzyme, NADPH consumption, diaphorase/resazurin fluorescence. Potency, µM (top dose mostly 76.6 µM), for the others: top-dose activity change, negative = inhibition, most hits filed as inhibitors. actives 0.093% (n = 390,000); also: potency is read from the fitted curve at half-maximal effect; % is scaled to controls: 0 for no effect and ±100 for the full control effect; nearly all actives have a fitted effect of over 65% in size
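IDH1-R132H (0.5 ug/mL) preincubated 30 min with compound, then NADPH (0.016 mM) and alpha-KG (2 mM) added; 80 min at RT, pH 7.5. Remaining NADPH coupled via diaphorase/resazurin to fluorescence (540/590 nm); concentration-response curves normalized to no-enzyme control.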
USP1-UAF1 inh: inhibitors of human USP1/UAF1 deubiquitinase. recombinant USP1/UAF1, Ub-Rhodamine cleavage fluorescence. O94782. Potency, µM (highest dose often 57.1 µM), inactives show top-dose activity change, negative = inhibition, most hits filed as inhibitors. actives 0.23% (n = 390,000); also: potency is read from the fitted curve at half-maximal effect; % is scaled to controls: 0 for no effect and ±100 for the full control effect; nearly all actives have a fitted effect of over 60% in size; inactives centre near -12
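Step one: compound is pinned into 1nM USP1/UAF1 in HEPES pH 7.8 buffer with TCEP. Step two: 15 min room-temperature incubation. Step three: Ub-Rho (150nM final) starts cleavage, tracked by fluorescence over six one-minute reads.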
PI4K2A inh: blocks human PI4K2A kinase activity | actives 0.13% (n = 420,000) | purified PI4K2A, ADP-Glo luminescence, 1 h; hits give low values | activity change, negative = inhibition, % at 76.9 µM; in the data active = activity change below about -50%; inconclusive = mostly about -30% to -49%;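 also: -100% = wells without enzyme as full effect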
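ADP-Glo luminescence measured ADP generated by PI4K2A enzyme (4 ug/mL before mixing) with 1.2 mM PI substrate (pre-mix) and 300 microM ATP (pre-mix). Tris pH7.5 buffer with MgCl2, Triton X-100; 1 h reaction at ambient temperature.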
TRHR PAM: TRH receptor (human) allosteric enhancement; P34981; TRHR cells, fluo-8 calcium fluorescence, EC20 TRH enhancement; enhancement, % at 2 µM; actives 0.66% (n = 360,000); AID 493056; in the data active = enhancement above about 30%; also: 0% is about no effect
Target sequence (P34981 whole entry, looked up): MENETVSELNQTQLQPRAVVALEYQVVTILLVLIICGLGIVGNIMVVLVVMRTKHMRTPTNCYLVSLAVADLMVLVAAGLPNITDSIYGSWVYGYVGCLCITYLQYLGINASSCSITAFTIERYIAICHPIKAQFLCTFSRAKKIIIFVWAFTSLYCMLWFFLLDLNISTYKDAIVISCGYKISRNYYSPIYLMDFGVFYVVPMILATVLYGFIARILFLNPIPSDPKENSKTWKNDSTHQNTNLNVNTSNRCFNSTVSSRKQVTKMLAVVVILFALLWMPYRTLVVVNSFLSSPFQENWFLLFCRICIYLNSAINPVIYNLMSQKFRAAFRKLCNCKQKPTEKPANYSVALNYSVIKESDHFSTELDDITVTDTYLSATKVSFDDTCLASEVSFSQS
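TRHR-expressing cells loaded with fluo-8 calcium dye were read kinetically (ex 480/em 530) during compound addition, then stimulated with an EC20 of TRH (10 nM final). Enhancement of the Gq-mediated intracellular calcium response was scored.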
TRHR ag: activates the human TRH receptor. actives 0.18% (n = 360,000). TRHR cells, calcium flux fluo-8, FDSS agonist mode. activation, % at 2 µM. P34981; in the data active = activation above about 30%; also: 0% is about no effect
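Steps: seed TRHR cells overnight; add fluo-8 no-wash Ca dye, RT 30 min–1.5 h; record 10 s baseline; pin-transfer compounds; monitor fluorescence 1 cycle/s for the agonist window. Calcium increases flag candidate agonists.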
D2 ag: activates the human D2 dopamine receptor. P14416. AID 485358. activation, % at 2 µM. actives 0.53% (n = 340,000). HEK293 T-REx D2 cells, calcium flux agonist mode;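 active = activation over 3 SD above normal in the single-dose calcium agonist read, cut at about 30% in these data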; also: 0% is about no effect
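Calcium-flux readout, 1 cycle/sec over 180 s following compound pin transfer, in inducible HEK293 Trex D2 cells (force-coupled); dopamine controls included. Positive calcium responses during this window marked compounds as potential agonists.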
TrxR1 substrate: is turned over as a substrate by rat TrxR1. O89049. purified TrxR1 substrate turnover, NADPH consumption readout. Potency, µM (top dose mostly 114 µM), for inactives: at the highest dose activity change, negative = substrate turnover. actives 0.01% (n = 390,000); also: potency is read from the fitted curve at half-maximal effect; % is scaled to controls: 0 for no effect and ±100 for the full control effect; nearly all actives have a fitted effect of over 50% in size
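Rat TrxR1, dispensed at 90 nM, was prereduced with 400 uM NADPH (final) for 5 min at ~22 deg C, then incubated with compound 15 min before 400 uM selenite. A first-read NADPH fluorescence drop versus no-compound background flagged substrates.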
Numbers without * were called inactive; ? = inconclusive; · = not tested or not shown; [ ] = another dose, or the depositor's remark. Unless noted, calls follow the shape of the dose curve; as a rule, active = well fitted inhibition curve with a large enough effect; inconclusive = small, poorly fitted or top-dose-only effect; inactive = no such curve, though single readings can be large or run the other way.

1. CCCNC(=O)c1nc(C)n(-c2cc(Cl)cc(Cl)c2)n1
2. CCC(=O)c1c[nH]c(C(=O)N2CCOCC2)c1
3. O=S(=O)(c1ccc(Cl)s1)N1CCN(c2ncccn2)CC1
4. Cc1ccc2c(c1)N(CC(=O)Nc1c(C)cccc1C)C(=O)c1cccnc1O2
5. COc1ccc(NC(=O)C(Cc2ccccc2)NS(=O)(=O)c2ccc3c(c2)CCC(=O)N3)c(OC)c1 (stereo unspecified)
6. O=[N+]([O-])c1cccc(CN2CCC(Cc3ccccc3)CC2)c1
7. O=C(O)c1cccc(NC(=O)c2cn(-c3ccccc3)nc2-c2ccncc2)c1
8. Cc1c(NC(=O)c2ccc(CN3CCc4ccccc4C3)cc2)c(=O)n(-c2ccccc2)n1C
9. CCOC(=O)CNC(=O)CSc1ccc2nnc(-c3ccc(F)cc3)n2n1
10. COc1ccc(C(=O)Nc2ccc3nc(N4CCN(C)CC4)cc(C)c3c2)c(OC)c1

screen / no.	1	2	3	4	5	6	7	8	9	10
rTrxR1 inhibitor	21%[11.4 µM]	20%	25%	13%	24%	6%[57.1 µM]	-11%	7%[57.1 µM]	23%[57.1 µM]	5%[57.1 µM]
D2 antag	-7	5	0	-6	·	21	2	23	4	·
mIDH1 inhibitor	6%	5%	2%	3%	-9%	6%	5%	1%	0%	-4%
USP1-UAF1 inh	-10%	-11%	-7%	-12%	?	-9%	-22%	-16%	-14%	-2%
PI4K2A inh	-2	2	-3	4	1	2	-4	6	0	7
TRHR PAM	0	-6	5	-1	3	6	8	-5	5	-10
TRHR ag	-1.2	0.4	0.3	0.1	-0.1	-0.5	0.3	0.0	-0.2	-0.1
D2 ag	0.3	-0.3	-0.3	-0.4	0.7	0.1	-0.1	0.7	-1.7	·
TrxR1 substrate	5%	2%	6%[57.1 µM]	-2%	0%	-5%[57.1 µM]	-2%	7%[57.1 µM]	36%	3%[57.1 µM]

The final 2 entries of the section before come first, to join the parts.
9. CCOC(=O)CNC(=O)CSc1ccc2nnc(-c3ccc(F)cc3)n2n1
10. COc1ccc(C(=O)Nc2ccc3nc(N4CCN(C)CC4)cc(C)c3c2)c(OC)c1
11. CCCCn1c2c(c3ccccc31)CCc1nonc1-2
12. Cc1ccc(N(CC(=O)Nc2cccc(Cl)c2)S(=O)(=O)c2cccs2)cc1
13. CCc1c(C)sc(NC(=O)CSc2nc3c(c(C(F)(F)F)n2)CCc2ccccc2-3)c1C#N
14. Cc1cc(=O)oc2c3c(cc(OCC(=O)NCCC(=O)O)c12)OC(C)(C)CC3
15. O=C(OCc1ccc(F)cc1Cl)c1ccccn1
16. COC(=O)c1ccccc1NC(=O)c1noc2c1CC(C(C)(C)C)CC2 (stereo unspecified)
17. O=C(Nn1c(-c2ccccc2)nc2ccccc2c1=O)c1ccc([N+](=O)[O-])cc1
18. FC(F)Oc1ccc(NC(=S)NCCc2ccccn2)cc1
19. CCOc1ccc(/C=C2\CCC(C3CCCC3)C2=O)cc1OC (stereo unspecified)
20. COc1cccc(NC(=O)CCN2CCN(CCO)CC2)c1

screen / no.	9	10	11	12	13	14	15	16	17	18	19	20
rTrxR1 inhibitor	23%[57.1 µM]	5%[57.1 µM]	?	5%	3%	124%	23%	12%	-13%	19%[57.1 µM]	-1%	-4%
D2 antag	4	·	9	·	3	-1	7	·	5	-3	2	·
mIDH1 inhibitor	0%	-4%	9%	14%	5%	0%	1%	3%	-2%	4%	0%	-16%
USP1-UAF1 inh	-14%	-2%	-28%	-13%	-5%	-24%	-14%	-14%	-18%	?	-5%	-12%
PI4K2A inh	0	7	5	-2	-13	5	4	-2	-6	-1	-1	3
TRHR PAM	5	-10	10	-4	0	-2	-3	-4	4	-6	2	0
TRHR ag	-0.2	-0.1	-0.1	4.8	-0.7	-0.1	-0.5	0.4	0.3	-1.1	0.5	-0.4
D2 ag	-1.7	·	-2.6	1.2	0.3	-0.5	0.2	·	-0.4	1.4	-1.2	0.5
TrxR1 substrate	36%	3%[57.1 µM]	2%	1%	0%	656%[activator]	11%	-2%	-10%	11%[57.1 µM]	-8%	1%

Arranged by value in TRHR PAM (rising): 4 of the compounds above.
item	structure	TRHR PAM
16	COC(=O)c1ccccc1NC(=O)c1noc2c1CC(C(C)(C)C)CC2 (stereo unspecified)	-4
15	O=C(OCc1ccc(F)cc1Cl)c1ccccn1	-3
20	COc1cccc(NC(=O)CCN2CCN(CCO)CC2)c1	0
11	CCCCn1c2c(c3ccccc31)CCc1nonc1-2	10

(further entries)
21. O=C(COC(=O)CNC(=O)c1ccccc1Cl)NC1CCCC1
22. COc1ccc(CCCC(=O)N/N=C/c2ccccc2OC)cc1
23. C=CCn1c(C)cc(C(=O)COC(=O)COc2ccccc2C#N)c1C
24. CN(C)S(=O)(=O)c1ccc(Cl)c(NC(=O)COC(=O)CCC(=O)c2cccs2)c1
25. CC(C)n1cnc2c(Nc3cccc(Cl)c3)nc(N(CCO)CCCO)nc21
26. Cc1cc(/C=N/NC(=O)c2ccsc2)c(C)n1-c1cnccn1
27. COc1ccc(NC(=O)C(=O)c2cn(CC(=O)N3CCCC3)c3ccccc23)cc1OC
28. CCn1ccc(C(=O)Nc2ccc(N(C)C(C)=O)cc2)n1
29. COc1cccc(CN2CC(C(=O)N(C)CC3CCOCC3)CCC2=O)c1 (stereo unspecified)
30. CC(Oc1ccccc1)C(=O)N(CCC1=CCCCC1)c1c(N)n(Cc2ccccc2)c(=O)[nH]c1=O (stereo unspecified)

screen / no.	21	22	23	24	25	26	27	28	29	30
rTrxR1 inhibitor	17%	0%	18%[57.1 µM]	17%[57.1 µM]	0%[57.1 µM]	-25%	-8%	12%	-20%	8%
D2 antag	·	-3	-1	6	17	-5	1	-1	12	6
mIDH1 inhibitor	6%	16%	9%	-10%	-16%	5%	1%	3%	13%	2%
USP1-UAF1 inh	-1%	-3%	-11%	-9%	?	3%	1%	-17%	-4%	-10%
PI4K2A inh	-3	2	-5	9	-6	-3	0	1	-2	-7
TRHR PAM	·	-2	-7	-3	8	-11	-2	-3	0	-6
TRHR ag	·	0.0	0.6	-0.3	0.2	0.9	-0.3	0.8	1.1	-0.3
D2 ag	·	-0.6	-0.2	-0.6	-0.5	0.3	0.0	1.0	0.7	-0.2
TrxR1 substrate	4%	-9%	16%[57.1 µM]	7%[57.1 µM]	4%[57.1 µM]	-12%	-15%	-1%	-15%	23%

31. O=C(Nc1ccc(F)cc1)C(=O)c1cn(CC(=O)N2CCOCC2)c2ccccc12
32. O=c1ccccn1Cc1ccccc1F
33. CCOC(=O)CSc1nnc(CSc2nc3ccccc3c(=O)[nH]2)n1-c1ccccc1
34. CCOc1ccccc1C(=O)Nc1cc(OC)ccc1OC
35. CCN1C(=O)N[C@H](c2ccccc2)C(C(C)=O)=C1C
36. Cc1cccc(NC(=S)N(CCCN(C)C)Cc2cc3cc4c(cc3[nH]c2=O)OCO4)c1
37. Cc1ccccc1OCC(=O)OCC(=O)NC1CC1
38. O=C1Nc2cc(C(=O)NCC3CCCO3)ccc2S/C1=C/c1ccccc1F (stereo unspecified)
39. CCOc1ccc(S(=O)(=O)N(CC(=O)N2CCC(C(N)=O)CC2)c2ccc(F)cc2)cc1
40. Cc1cccc(C(=O)NNC(=O)C2CC2)c1

screen / no.	31	32	33	34	35	36	37	38	39	40
rTrxR1 inhibitor	16%	-3%	-6%[57.1 µM]	-4%	19%	11%[57.1 µM]	0%	2%	8%	21%
D2 antag	-3	14	4	-8	·	-2	15	2	1	-6
mIDH1 inhibitor	0%	-1%	2%	4%	10%	6%	-4%	-3%	7%	-1%
USP1-UAF1 inh	-21%	-10%	2%	-25%	-17%	-16%	1%	-3%	-4%	-9%
PI4K2A inh	-5	-7	1	3	-2	0	3	-2	-3	3
TRHR PAM	3	-2	-1	-8	·	-1	0	2	-4	-10
TRHR ag	1.0	0.1	-0.8	-0.3	·	0.0	-0.1	0.1	0.1	0.1
D2 ag	0.1	1.0	-2.3	-1.2	·	0.5	0.5	-0.4	1.0	0.5
TrxR1 substrate	7%	2%	4%[57.1 µM]	-10%	-1%[57.1 µM]	25%	-8%	-9%	-2%	3%

41. Cc1cc(C)cc(Nc2cnn(C34CC5CC(CC(CC(=O)O)(C5)C3)C4)c(=O)c2Cl)c1
42. CCNC(=O)N1C(CC(=O)OCC)C(=O)NC2CCCCC21 (stereo unspecified)
43. COc1ccccc1N(C(C)=O)C1SC(=O)N(c2ccccc2)C1=O (stereo unspecified)
44. Cc1ccccc1NC(=O)Cc1nc(COC(=O)CNS(=O)(=O)c2cccc(Br)c2)cs1
45. COc1cc2c(cc1OC)[C@H](C)N(C(=O)COc1ccccc1)CC2
46. Cc1ccc(C)c(S(=O)(=O)N2CCN(C(=O)c3cnccn3)CC2)c1
47. COC(=O)c1cc(S(=O)(=O)Nc2cccc(OC)c2)cn1C

screen / no.	41	42	43	44	45	46	47
rTrxR1 inhibitor	2%	4%[57.1 µM]	26%	-3%	15%	14%	-11%
D2 antag	1	-2	-10	35*	-11	-13	-7
mIDH1 inhibitor	7%	3%	5%	-1%	-1%	-2%	2%
USP1-UAF1 inh	?	-13%	-16%	-2%	-21%	-9%	-19%
PI4K2A inh	2	4	-5	-6	2	-6	-3
TRHR PAM	2	3	-1	-2	-6	9	2
TRHR ag	0.3	0.1	-0.1	0.1	0.0	-0.1	-1.7
D2 ag	1.3	2.8	-0.6	-0.3	0.1	0.2	-1.2
TrxR1 substrate	-2%	3%[57.1 µM]	7%	-12%	2%	8%	3%

Assay outcomes: PubChem, National Center for Advancing Translational Sciences (NCATS)

Compounds as they come; 3.9% or so of the library scored in one or more.
